# Screening data (PubChem BioAssay)
# OX1R antag: antagonists of human orexin 1 receptor | CHO/OX1R cells, Fluo-8 calcium fluorescence, orexin A | inhibition, % at 5 µM | 330,000 tested, 0.43% active | AID 434989;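 active means inhibition above its plate's threshold, mean inhibition of all tested compounds on the plate plus 3 SD, cut at about 37% in these data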;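 further: 0% = orexin A challenge wells and 100% = SB-334867-A antagonist wells; not every result past the cut was called active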
# Target sequence (O43613 whole entry, looked up): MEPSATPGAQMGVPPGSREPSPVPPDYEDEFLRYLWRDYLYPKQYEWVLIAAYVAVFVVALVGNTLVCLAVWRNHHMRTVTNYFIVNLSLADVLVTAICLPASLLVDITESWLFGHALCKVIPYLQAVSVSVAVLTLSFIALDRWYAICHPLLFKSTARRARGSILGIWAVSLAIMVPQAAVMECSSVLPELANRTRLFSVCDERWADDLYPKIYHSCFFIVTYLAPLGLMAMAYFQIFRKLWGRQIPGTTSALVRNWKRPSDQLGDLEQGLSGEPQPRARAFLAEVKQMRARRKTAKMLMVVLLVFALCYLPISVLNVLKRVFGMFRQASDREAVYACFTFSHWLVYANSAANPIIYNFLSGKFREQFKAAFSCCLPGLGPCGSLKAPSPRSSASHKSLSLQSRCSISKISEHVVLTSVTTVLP
# CHT allo act: human CHT allosteric activation; Q9GZV3; CHT-expressing cells, membrane potential dye, choline EC20; active compounds read high; LV-AA mutant CHT in HEK293 cells; B-score at 10 µM; 310,000 tested, 0.49% active; AID 488977;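 active means initial fluorescence not abnormally high and integrated response B-score, plate-corrected, over 3 SD above library mean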
# Target sequence (Q9GZV3 whole entry, looked up): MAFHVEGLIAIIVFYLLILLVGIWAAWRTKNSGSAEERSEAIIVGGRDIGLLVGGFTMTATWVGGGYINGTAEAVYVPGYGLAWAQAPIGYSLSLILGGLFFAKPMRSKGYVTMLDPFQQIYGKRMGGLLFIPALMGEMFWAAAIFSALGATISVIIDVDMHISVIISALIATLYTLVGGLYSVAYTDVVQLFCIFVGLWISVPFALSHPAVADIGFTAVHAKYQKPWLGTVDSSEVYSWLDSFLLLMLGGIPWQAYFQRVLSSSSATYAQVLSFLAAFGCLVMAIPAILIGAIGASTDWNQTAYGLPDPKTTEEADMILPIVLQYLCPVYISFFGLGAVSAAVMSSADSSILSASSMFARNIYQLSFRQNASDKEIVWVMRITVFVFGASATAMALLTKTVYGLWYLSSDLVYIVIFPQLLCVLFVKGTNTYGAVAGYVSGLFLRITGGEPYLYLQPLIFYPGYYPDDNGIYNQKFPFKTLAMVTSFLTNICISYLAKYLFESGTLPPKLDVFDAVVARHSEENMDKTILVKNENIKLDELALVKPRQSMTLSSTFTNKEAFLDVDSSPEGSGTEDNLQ
# * marks the source's active call; other numbers are inactive results; i = inactive; x = no result given. Rows are unselected. About 0.8% of those tested had a hit in this group.
# The line under a structure holds: OX1R antag | CHT allo act
CCOC(=O)c1ccc2nc(CCC(=O)N[C@H](C(=O)OC)C(C)C)c(=O)n(CC)c2c1
 : -11.7 | i
CCOC(=O)N1CCN(S(=O)(=O)c2ccc(F)c(C(=O)Nc3ccc(C)c(Cl)c3)c2)CC1
 : 7.0 | i
Cc1ccc(C(=O)OCC(=O)Nc2sc3c(c2C#N)CCC3)cc1
 : 0.4 | i
c1cc(-c2nnn(CCOCCn3nnc(-c4ccncc4)n3)n2)ccn1
 : 3.5 | i
O=C(CCCc1c[nH]c2ccccc12)NCc1ccc2c(c1)OCO2
 : -7.5 | i
CCCCN(C(=O)c1ccc([N+](=O)[O-])o1)c1c(N)n(CCCC)c(=O)[nH]c1=O
 : -22.4 | i
COC(=O)c1sccc1NC(=O)c1ccccc1[N+](=O)[O-]
 : -18.5 | i
O=C(O)C[C@H]1c2ccccc2S(=O)(=O)N1c1ccccc1
 : -3.2 | i
O=C(c1ccco1)N1CCN(S(=O)(=O)c2c(Cl)cccc2Cl)CC1
 : -26.1 | i
CCOC(=O)N1CCC(NC(=O)CN2C(=O)CSc3nc(C)cc(C)c32)CC1
 : -28.9 | i
CC(C)CCOc1ccc(C(=O)NNC(=O)CNC(=O)c2ccccc2F)cc1
 : -36.3 | x
Cc1ccc(C)c(OCCC(=O)NCCc2ccc(S(N)(=O)=O)cc2)c1
 : -10.0 | i
CSc1nsc(SC)c1C(=O)NCCNS(=O)(=O)c1ccc(C)cc1
 : -24.5 | i
CCOc1ncccc1C(=O)OCC(=O)c1ccccc1Br
 : -21.5 | i
CN(C(=O)c1ccc2c(=O)n3c(nc2c1)CCCCC3)c1ccccc1F
 : -32.0 | i

# Brought forward from above: 3 entries, followed by the next part.
# The line under a structure holds: OX1R antag | CHT allo act
CSc1nsc(SC)c1C(=O)NCCNS(=O)(=O)c1ccc(C)cc1
 : -24.5 | i
CCOc1ncccc1C(=O)OCC(=O)c1ccccc1Br
 : -21.5 | i
CN(C(=O)c1ccc2c(=O)n3c(nc2c1)CCCCC3)c1ccccc1F
 : -32.0 | i
Cc1ccc(C(=O)CCC(=O)N2CCC(C(N)=O)CC2)s1
 : 0.1 | x
CCOC(=O)[C@@H]1[C@H]2COc3ccccc3[C@@H]2N2C(=O)N(c3ccccc3)C(=O)[C@@]12C
 : -8.5 | i
CC(Sc1nc(N2CCOCC2)nc(N2CCOCC2)n1)C(=O)Nc1ccccc1 (configuration not stated)
 : -22.9 | i
CC12COC3(C(N)=O)CC1CCC32C (configuration not stated)
 : -3.8 | i
O=C(CC1CCC1)Nc1cccc2c([N+](=O)[O-])cccc12
 : -21.1 | i
O=C(COC(=O)Cc1ccc([N+](=O)[O-])cc1)NCc1ccc2c(c1)OCO2
 : -4.9 | x
Cc1ccccc1N(C)S(=O)(=O)c1ccc2[nH]cc(C(=O)NCC3CCCO3)c(=O)c2c1 (configuration not stated)
 : -10.7 | i
O=C(Nc1ccccc1)Nc1ccc2c(c1)CCC2
 : x | i
COc1cc(/C=C(/C#N)c2nc3ccccc3c(=O)[nH]2)ccc1O
 : -14.2 | i
CCN1CCN(Cc2nc3c(c(=O)[nH]c(=O)n3C)n2Cc2ccccc2Cl)CC1
 : 0.5 | i
COc1ccc(N2CCN(C(=O)CSc3nnnn3-c3ccc4c(c3)OCCO4)CC2)cc1
 : -11.2 | i
Cc1nnc(N(C)C(=O)c2ccc3c(c2)OCO3)s1
 : -4.9 | i
CC(C)(C)c1cc(C(=O)N/N=C/c2ccncc2)n[nH]1
 : -9.5 | i
CCCCN(C(=O)c1ccc(N2CCCC2=O)cc1)c1c(N)n(Cc2ccccc2)c(=O)[nH]c1=O
 : -31.0 | i
O=C(NCC1(c2ccccc2)CCCC1)c1ccc(Br)cc1
 : -29.0 | i
O=C(Nc1ccc(Cl)cc1)N1CCc2[nH]c3ccccc3c2C1
 : -13.7 | i
CC(C)C(c1nnnn1Cc1ccc(F)cc1)N1CCSCC1 (configuration not stated)
 : -16.0 | i
Cc1ccc(C(C)C)c(OCCNCCc2ccccc2)c1
 : -15.7 | i
CC1CCN(S(=O)(=O)c2cccc(C(=O)N(C)C3CCS(=O)(=O)C3)c2)CC1 (configuration not stated)
 : -14.7 | i
CC(=O)Nc1ccc(NC(=O)C(C)O/N=C/c2cccc([N+](=O)[O-])c2)cc1 (configuration not stated)
 : -13.0 | i
CCn1nnnc1-c1ccc(OC)c(S(=O)(=O)Nc2ccc(C)c(C)c2)c1
 : -17.4 | i
Fc1cccc(Cl)c1Cc1noc(/C=C/c2ccccc2)n1
 : -19.4 | i
Cc1noc(C(=O)Nc2cc(Cl)ccc2O)c1Cl
 : -11.2 | i
Cc1cc(C(=O)OCC(=O)NCc2ccccc2Cl)c(C)o1
 : -16.8 | i
NS(=O)(=O)c1ccc(NC(=O)COC(=O)CN2C(=O)C3CC=CCC3C2=O)cc1 (configuration not stated)
 : 1.5 | x
Cc1ccc(C)c(NC(=O)c2ccc3nccnc3c2)c1
 : -13.9 | i
Cc1sc2nc(SCC(=O)C(C)(C)C)n(Cc3ccco3)c(=O)c2c1C
 : -31.7 | i
COc1ccccc1C(=O)NCCC(=O)NCc1cccnc1
 : -19.0 | x
Cc1ccc(NC(=O)CSc2n[nH]c(-c3cccnc3)n2)cc1Cl
 : -21.1 | i
Cc1ccc(C(=O)NC2CCS(=O)(=O)C2)cc1S(=O)(=O)N1CCCCC1 (configuration not stated)
 : -20.4 | i
CCc1ccc2c(c1)C1(SC(NC(C)=O)=NN1C(C)=O)C(=O)N2CC (configuration not stated)
 : -6.2 | i
CCOC(=O)c1ccccc1NC(=O)C1CC(=O)N(c2ccccc2)C1 (configuration not stated)
 : -26.2 | i
CC(Sc1nnc(C2CC2)n1C1CC1)C(=O)Nc1cccc(S(=O)(=O)N(C)C)c1 (configuration not stated)
 : -11.5 | x
CCOc1cccc(OCCOCCN(C)C)c1
 : 2.2 | i
O=C(O)[C@H]1CCCN1S(=O)(=O)c1cccc2cccnc12
 : -5.7 | i
CCCCCCc1nnc(NC(=O)c2ccco2)s1
 : -21.3 | i
COc1ccccc1Nc1nnc(SC(C)C(=O)NC2CC2)s1 (configuration not stated)
 : -9.5 | x
O=C(CCN1C(=O)/C(=C/c2ccc(Cl)cc2)SC1=S)NC1C=CS(=O)(=O)C1 (configuration not stated)
 : -13.8 | i
COCc1ccc(C(=O)NC2CC(C)(C)Cc3c2cnn3-c2ccc(C)cc2)o1 (configuration not stated)
 : -2.7 | i
O=C(Cc1csc(-c2ccccc2)n1)Nc1ccc(C(F)(F)F)cc1
 : -16.1 | i
COc1cc(NC(=O)COC(=O)CSc2ccc3ccccc3c2)c(C)cc1[N+](=O)[O-]
 : -20.1 | i
Cc1cc(-c2ccc(C)c(S(=O)(=O)NCC3CCN(Cc4ccc(F)cc4)CC3)c2)on1
 : -27.3 | i
Cc1cc(O)c(CN(C)C)c2c1C(=O)/C(=C/c1ccco1)O2
 : -29.1 | i
O=C(COc1coc(CN2CCc3ccccc32)cc1=O)Nc1ccc([N+](=O)[O-])cc1
 : -11.3 | i
CC(C)C[C@H](NC(=O)C1CCN(C(=O)[C@H](Cc2ccccc2)NC(=O)OC(C)(C)C)CC1)C(=O)O
 : -7.8 | i
O=C(O)/C=C/C(=O)Nc1ccccc1C(=O)OCC(=O)c1ccc2c(c1)OCCO2
 : -6.5 | i
CCn1nccc1C(=O)Nc1ccc(Cl)c(Cl)c1
 : -8.7 | i
COC(CN1CCc2c(C)nc3c(C#N)cnn3c21)OC
 : -28.1 | i
C=CCN=c1scc(C)n1/N=C/c1ccc(O)c(O)c1
 : -9.8 | i
COc1ccc2oc(C(=O)Nc3ccc(N4CCOCC4)cc3)c(C)c2c1
 : -8.8 | i
C=C(C)CN=c1scc(C)n1/N=C/c1ccco1
 : -25.2 | i
CCOC(=O)c1c(-c2ccc(C)cc2)csc1NC1=NS(=O)(=O)c2ccccc21
 : -9.7 | i
COc1ccccc1NC(=O)Cn1cnc2sc(C)c(S(=O)(=O)N3CCCCC3)c2c1=O
 : -21.2 | i
CCOC(=O)C1CCN(c2nc3ccccc3n2CC(=O)c2ccccc2)CC1
 : -25.2 | i
Cn1nnnc1SCC(=O)N(C1CCCCC1)C1CCCCC1
 : -12.6 | i
CCC(C)(C)NC(=O)CN(C(=O)CCC(=O)Nc1cc(C)ccn1)c1ccc2c(c1)OCCO2
 : -24.4 | i
Cc1cc(NCCCO)n2nc(-c3cccs3)cc2n1
 : -5.0 | 8.07*
COc1ccc(C2CC(c3cccs3)=NN2C(=O)CSc2nnc(N)s2)cc1OC (configuration not stated)
 : -19.0 | i
COc1cc(C)c(C(N)=O)c(OC)n1
 : -2.7 | i
Cc1ccc(C)n1-c1ccccc1N1CCCCC1
 : 3.2 | i

# Further results follow:
# The line under a structure holds: OX1R antag | CHT allo act
CCC(CC)C(=O)Nc1nnc(S(=O)(=O)Nc2ccc(OC)cc2)s1
 : -23.6 | i
O=C(O)CCC(=O)NCCn1c(-c2ccccc2)csc1=Nc1ccccc1
 : -9.8 | i
CCN(c1ccccc1)S(=O)(=O)c1ccc(C(=O)Nc2nnc(C3CC3)o2)cc1
 : -11.2 | i
Cc1cc(C)cc(-n2nnn(C3C/C(=N/NC(N)=S)C4OCC3O4)c2=S)c1 (configuration not stated)
 : -17.4 | i
O=C(NCCC1=CCCCC1)c1ccc(Cl)c(S(=O)(=O)N2CCCCC2)c1
 : -7.2 | i
Cc1cc(NC(=O)CSc2nc3sc4c(c3c(=O)n2C)CCCC4)no1
 : -13.0 | i
CC1=C(C)/C(=N\OS(=O)(=O)c2ccccc2)C=CC1=O
 : 74.4* | i
CCOc1ccc(Br)cc1CNc1ccc2c(c1)OCCO2
 : -13.9 | i
O=C(Nc1nccs1)C1=COCCO1
 : -4.3 | x
CN1CCN(c2cc(N3CCN(C(=O)c4ccco4)CC3)c3c4c(onc24)-c2ccccc2C3=O)CC1
 : -33.0 | i
Nn1c(SCC(=O)Nc2cccc(S(N)(=O)=O)c2)nnc1C1CC1
 : 1.9 | i
CCOc1ccc(OCC)c(NC(=O)CSCCc2ccccn2)c1
 : -22.7 | i
O=C(CNC(=O)c1ccccc1F)NCC(c1cccs1)N1CCOCC1 (configuration not stated)
 : -14.0 | x
CCOCC(O)CS(=O)(=O)c1ccccn1 (configuration not stated)
 : -0.2 | i
CCOC(=O)c1c(NC(=O)CSc2nnc(C)s2)sc2c1CCC(CC)C2 (configuration not stated)
 : -44.2 | i
CCc1nnc(NC(=O)Cn2c(=O)oc3ccccc32)s1
 : -9.0 | i
CN(O)/C=N/C(=S)Nc1ccc(Cl)cc1Cl
 : -3.7 | i
CCCCC(=O)c1ccc(O)cc1O
 : -6.4 | i
COc1ccccc1CN=C1NC(=O)C(CC(=O)Nc2ccc(C(C)=O)cc2)S1 (configuration not stated)
 : -4.3 | i
COCCNC(=O)CSc1nc2cc(OC)c(OC)cc2c(=O)n1Cc1ccc(OC)cc1
 : -21.0 | i
CC1CCN(CC(O)COC2CC(C)CC(C)(C)C2)CC1 (configuration not stated)
 : -6.5 | i
CC(=O)N=c1sc2c3ccccc3ccc2n1C
 : -12.5 | i
Cc1cccc(NC(=O)c2ccc([N+](=O)[O-])o2)n1
 : -7.5 | i
CCCNc1c(NS(=O)(=O)c2ccc(Cl)s2)c(=O)oc2ccccc12
 : -31.1 | i
COc1ccccc1N/N=C/c1ccc2c(c1)OCO2
 : -8.4 | i
CCN1C(=O)C(CC(=O)NCCc2ccccc2)N(NC(=O)c2cccnc2)C1=S (configuration not stated)
 : -12.9 | i
O=C1N[C@H]2CC=C[C@H]2Nc2ccccc21
 : 3.9 | x
CCc1ccc2c(c1)cc(C)c1nnc(SCC(=O)Nc3cc(OC)c(OC)cc3C(=O)O)n12
 : -3.8 | i
CC12CS(=O)(=O)CC1SC(=S)N2c1ccccn1 (configuration not stated)
 : -9.3 | i
Cc1nc2ccccc2c(C)c1CC(=O)N(C)CC(=O)Nc1cccc(F)c1
 : -39.2 | i
Cc1ccc(-c2csc(NC(=O)Cc3cccs3)n2)cc1C
 : -22.4 | i
O=C1C2C(c3ccccc3)CC=CC2[C@H](c2ccc3ccccc3c2)N1Cc1ccccc1 (some centres not stated)
 : -1.0 | i
CC1(C)CC(=O)C(N=Nc2ccc(C(F)(F)F)cc2[N+](=O)[O-])=C(O)C1
 : -13.7 | i
Cc1c(Br)cc(C(=O)NCCCN2CCOCC2)c(C)c1C
 : -19.2 | i
Cc1ccc(C)c2c1N(Cc1ccccc1)C(=O)C21OCCO1
 : -27.8 | i
CCOC(=O)c1nnn(-c2nonc2NC(C)=O)c1C
 : -9.5 | i
COc1cccc(C2CC(c3cccc(Br)c3)n3ncnc3N2)c1 (configuration not stated)
 : -15.8 | i
CCCCN(C(=O)CCCc1nc2ccccc2c(=O)[nH]1)c1c(N)n(CC(C)C)c(=O)[nH]c1=O
 : 12.6 | x
CCC1Oc2ccccc2C(=O)N(CC(=O)c2ccc3c(c2)OCCO3)C1=O (configuration not stated)
 : -6.0 | i
CC(Nc1c[nH]c(=O)[nH]c1=O)c1ccccc1 (configuration not stated)
 : x | i
COc1cccc(NC(=O)c2nn(C)c3c2CS(=O)(=O)c2ccccc2-3)c1
 : -17.5 | i
COCC(=O)n1nc(NCc2ccc(OC)cc2)nc1NCc1ccc(OC)cc1
 : -6.6 | i
CC(C)(C)NS(=O)(=O)c1ccc(CCC(=O)N2CCOCC2)cc1
 : -22.6 | i
O=S(=O)(NCCCc1ccccc1)c1cccc2nsnc12
 : 1.7 | i
COc1ccc(C(=O)Nc2ccc(N3CCN(C)CC3)cc2)cc1
 : -11.0 | i
COCCn1c(=O)c2c(nc3n2CCCN3CCc2ccccc2)n(C)c1=O
 : -18.9 | i
Cc1cccc(-c2nc3c(c(SCC(=O)N4CCCC4)n2)COC(C)(C)C3)c1
 : -7.5 | i
C=CCOc1cccc(C2C(C(=O)c3ccco3)=C(O)C(=O)N2CCN2CCOCC2)c1 (configuration not stated)
 : -5.7 | i
Cc1cccc(NC(=O)CCS(=O)(=O)c2cccc3nsnc23)c1C
 : -27.2 | i
CCN(CC)CCNC(=O)C1(O)c2cc(Br)ccc2NC(=O)N1c1ccc(Cl)cc1 (configuration not stated)
 : 3.5 | i
